DUSP1 inh = inhibitors of human MKP-1 phosphatase; P28562; recombinant MKP-1, OMFP hydrolysis fluorescence; inhibition, %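 (compounds tested at a single concentration somewhere between 10 and 100 µM)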; 65,000 tested, 0.15% active;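 active = inhibition above about 50%, limit read from the data; inconclusive = inhibition over screen mean plus 3 SD, below that limit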;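 also: 0% = DMSO max control wells and 100% = wells with enzyme stopped by NaOH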
SF-1 act = activators of human nuclear receptor SF-1; CHO-K1 Gal4-SF-1 LBD luciferase reporter; % increase over DMSO SF-1-specific signal; AID 522; Q13285; activation, % at 10 µM; 65,000 tested, 1.9% active;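 active = activation above the mean activation of all tested compounds plus 3 SD, cut at about 50% in these data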
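Test system: CHO-K1 cells with Gal4–hSF-1 LBD chimera plus Gal4-driven luciferase; Input: 4,000 cells/well; Compound: 10 µM only; Times: 20 h compound treatment, 37 °C; Measured by: steady-glow luciferase luminescence, read after 15 min reagent incubation; Measure: percent activation versus DMSO; Control set: DMSO and mock-transfected background; Replicates: one test per compound.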
D1 allo mod = allosterically modulates the human D1 dopamine receptor. B-score at 10 µM. P21728. HEK293 D1, CRE-luciferase, dopamine EC30 potentiation; actives deviate in either direction. 58,000 tested, 5.9% active;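 active = luminescence count or its row- and column-corrected plate score outside the 99.7% band of the plate's sample wells, on either side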
FXIIa mix inh = factor XIIa (human) inhibition, mixture screen. purified FXIIa, fluorogenic substrate, pooled mixtures. 62,000 tested, 0.2% active. inhibition, % at 5 µM. P00748; in the data active = inhibition above about 20%, passing the limit was not always enough;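 also: 0% = enzyme without compound and 100% = no enzyme blank; some results filed as inactive read as strong as hits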
RORA act = RORA (human) activation | P35398 | activation, % at 10 µM | CHO-K1 Gal4-RORA LBD luciferase reporter, luminescence; percent increase over mock-subtracted basal signal | 65,000 tested, 1.5% active;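 active = activation above the mean of all tested compounds plus 3 SD, cut at about 49% in these data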;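 also: 0% = DMSO-treated RORA cells and 100% = added signal equal to DMSO minus mock-transfected cells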
Target sequence (P35398 whole entry, looked up, the tested form may be a part): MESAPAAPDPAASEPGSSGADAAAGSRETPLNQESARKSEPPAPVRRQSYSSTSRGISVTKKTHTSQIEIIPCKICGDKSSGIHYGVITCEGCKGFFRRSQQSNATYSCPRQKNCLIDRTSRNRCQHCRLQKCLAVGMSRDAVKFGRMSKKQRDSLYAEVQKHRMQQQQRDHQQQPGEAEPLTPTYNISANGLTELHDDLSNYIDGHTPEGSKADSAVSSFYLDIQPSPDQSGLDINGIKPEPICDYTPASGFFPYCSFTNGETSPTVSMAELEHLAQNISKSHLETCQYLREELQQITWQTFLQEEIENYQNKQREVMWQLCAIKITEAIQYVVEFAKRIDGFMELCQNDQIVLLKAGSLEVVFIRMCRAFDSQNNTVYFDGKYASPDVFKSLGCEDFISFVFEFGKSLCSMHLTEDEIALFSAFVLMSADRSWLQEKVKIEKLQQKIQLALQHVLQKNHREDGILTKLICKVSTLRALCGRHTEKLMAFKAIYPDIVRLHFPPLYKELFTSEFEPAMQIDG
Hsp90 inh = displaces geldanamycin probe from tumor Hsp90; AID 429; P07900; inhibition, % at 30 µM; NCI-N417 lysate Hsp90, Cy3B-geldanamycin FP displacement; 64,000 tested, 0.35% active;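 active = inhibition above 50%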;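 also: 0% = tracer plus lysate wells and 100% = tracer alone without lysate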
Her2 expr inh = inhibitors of human Her2 kinase expression | 65,000 tested, 0.69% active | AID 645 | SKBR-3 HER2 protein level, AlphaScreen, 18-24 h; active compounds read low | HER2 level % of control, % at 10 µM | P04626;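 active = HER2 level under 5% of the carrier-only control; inconclusive = no clear call, values can overlap the other calls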;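 also: 100% = DMSO carrier and 0% = 500 nM PU-H71 HSP90 inhibitor; lower value means stronger loss of Her2 protein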
TNAP act DEA = human TNAP activation, intermediate phosphate acceptor | P05186 | purified TNAP, CDP-star luminescence, 100 mM DEA, 30 min; active compounds read high; scale: 0 levamisole-inhibited, 1 vehicle-only enzyme | activation factor at 20 µM | 64,000 tested, under 10 active | AID 813;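 active = activation factor of at least 2 at 20 µM, relative to controls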
Target sequence (P05186 whole entry, looked up): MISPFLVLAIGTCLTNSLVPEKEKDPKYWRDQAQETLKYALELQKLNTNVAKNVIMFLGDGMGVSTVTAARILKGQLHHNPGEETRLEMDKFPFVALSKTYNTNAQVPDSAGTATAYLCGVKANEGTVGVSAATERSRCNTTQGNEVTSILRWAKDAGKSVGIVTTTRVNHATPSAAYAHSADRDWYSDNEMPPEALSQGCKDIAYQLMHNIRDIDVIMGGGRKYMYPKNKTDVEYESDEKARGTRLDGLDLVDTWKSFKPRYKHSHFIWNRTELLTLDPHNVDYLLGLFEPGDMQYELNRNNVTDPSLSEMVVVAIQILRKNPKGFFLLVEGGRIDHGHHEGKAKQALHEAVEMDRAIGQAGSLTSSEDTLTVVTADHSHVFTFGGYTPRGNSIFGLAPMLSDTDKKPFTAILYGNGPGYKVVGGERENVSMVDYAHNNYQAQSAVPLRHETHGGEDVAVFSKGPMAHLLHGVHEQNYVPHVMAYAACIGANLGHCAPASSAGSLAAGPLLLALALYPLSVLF
Cdc25B block = inhibitors of human Cdc25B phosphatase; recombinant Cdc25B, OMFP fluorescence Ex485/Em525; P30305; 65,000 tested, 0.1% active; inhibition, %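 (compounds tested at 10 µM final in the well)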; AID 368; in the data active = inhibition above about 50%
* = called active by the depositor; u = inconclusive; x = no result given.

molecule	DUSP1 inh	SF-1 act	D1 allo mod	FXIIa mix inh	RORA act	Hsp90 inh	Her2 expr inh	TNAP act DEA	Cdc25B block
O=c1cc(CSc2nnc(-c3ccco3)o2)c2ccccc2[nH]1	-2	-13	-0.071	0	-7	-11	91	0.8	3
Cc1cc(NC(=O)C(C)C)ncc1NC(=O)CCc1ccccc1	3	-2	1.4	0	-15	-3	137	0.9	-11
COc1cccc(-n2ccnc2SCC(=O)Nc2nccs2)c1	-6	13	-0.39	8	-13	-2	89	1	-3
Cc1ccc(-n2ncc3c(=O)[nH]c(SCC(=O)N4CCC(C)CC4)nc32)cc1C	6	2	x	2	-10	-4	90	0.9	-3
CC(=O)N(C)c1ccc(OCC(O)CN(Cc2ccco2)S(=O)(=O)c2ccc(C)cc2)cc1 (configuration not stated)	8	6	-1.3	2	-18	0	71	0.9	-1
CCN1CCN(C(=O)c2ccccc2N(C)S(=O)(=O)c2ccc(C)cc2)CC1	14	7	0.23	4	-23	-1	72	0.9	-2
COc1cc2c(cc1OC)CN(S(C)(=O)=O)CC2	8	-4	1.3	-3	7	1	83	0.9	-5
CCC(C)Sc1nnc(-c2c[nH]c3ccccc23)n1CCOC (configuration not stated)	9	-3	0.81	2	-11	0	98	1	-6
O=C(CN1C2=NCCCN2c2ccccc21)c1ccc2c(c1)OCO2	-1	7	-0.29	-1	-17	-2	84	0.9	-8
CCn1c(=O)cc(SCC(=O)N2CCOCC2)c2ccccc21	9	-15	-0.6	4	-17	0	180	1	-12
Cc1ccc(Cn2nnc3c(=O)n(CC(=O)NCc4ccc5c(c4)OCO5)cnc32)cc1	-1	-5	0.93	x	13	-3	116	x	-3
CC(C)N1CC(O)=C(c2nc3ccccc3[nH]2)C1=N	-2	30	-2	15	50*	-2	127	1.4	-15
Cc1sc2nc(C(C)C)nc(SCC(=O)N3CCN(C(=O)c4ccco4)CC3)c2c1C	19	7	0.38	-3	-2	-2	82	0.9	-2
O=S(=O)(NCc1cn2ccsc2n1)c1cccs1	-1	1	x	7	6	-4	92	0.9	-13
O=C(CN1CCCCCC1)OCCN=C1NS(=O)(=O)c2ccccc21	-9	-6	0.45	-14	-4	-8	127	0.8	3
COc1ccc(-n2c(SCC(=O)OC(C)C)nnc2-c2ccccn2)cc1	-34	8	-0.073	-15	-5	1	77	0.9	-1
COC(=O)c1ccc(N2C(=O)c3ccc(OC)c(OC)c3C2=O)cc1	-26	3	x	4	2	0	104	1	-20
CC(C)Oc1ccc(-c2nn(-c3ccccc3)cc2/C=c2\sc3ncnn3c2=O)cc1	16	-22	-0.2	3	1	-2	43	0.9	10
COc1ccc(S(=O)(=O)N(C)c2ccc(OCC(=O)Nc3cc(C)on3)cc2)cc1	-21	-25	-0.071	-1	-19	-3	106	0.9	-24
C=CCOc1c(CNc2nccs2)cccc1OCC	3	-18	-0.96	12	-13	-6	64	0.9	-8
Cc1ccc2c(c1)c1c3n2CC(=C2C(=O)OC(C)(C)OC2=O)NC3CCC1 (configuration not stated)	12	-3	0.096	-2	-8	-3	104	0.8	5
O=C(Cn1c(=O)oc2cc(S(=O)(=O)N3CCCC3)ccc21)Nc1cccc(C(F)(F)F)c1	8	-6	-1.5	-12	-40	-1	68	1	-2
Cn1c(=O)c2c(nc(N3CCN(c4ccccc4)CC3)n2CCCc2ccccc2)n(C)c1=O	16	0	-0.49	3	-2	-4	52	0.9	2
O=S(=O)(c1cccc(C(F)(F)F)c1)N(CCCN1CCOCC1)Cc1cccs1	1	-10	-0.73	5	-38	-4	79	0.9	-12
O=S(=O)(Nc1ccc2nc(-c3ccc(Br)o3)[nH]c2c1)c1ccccc1	-4	8	0.013	28*	7	-8	81	1	-4
COC(=O)c1sccc1NC(=O)C1CC=CCC1C(=O)O (configuration not stated)	26	-1	0.4	15	-12	2	113	0.9	0
Nc1nonc1C(=O)OCC(=O)N1CCOCC1	0	1	-0.14	7	-22	-2	91	0.9	-7
CCCn1c(=N)n(CC(=O)OCC)c2ccccc21	-1	0	-0.87	5	2	1	105	0.8	2
CCOC(=O)c1c(NC(=O)Cn2c(=O)oc3ccccc32)oc(C)c1C(C)=O	5	-10	0.53	0	-8	3	82	0.9	-5
O=S(=O)(c1ccc(F)c2ccccc12)N1CCCCC1	17	22	-1.7	4	17	0	101	1	-17
Cn1nnc2cc(C(=O)NCc3ccc4c(c3)OCO4)ccc21	21	-10	0.0027	1	-11	-3	83	1	-5
COc1ccc(OCC(=O)OCCN(C)C)cc1	-12	-4	x	6	-11	-2	117	0.9	7
O=C1C(=O)N(CCOCCO)C(c2ccccn2)/C1=C(\O)c1ccccc1 (configuration not stated)	7	18	0.42	-14	-2	-4	87	0.9	18
Cc1cc(C)nc(NS(=O)(=O)c2ccc(N3C(=O)C4CC=C(Cl)CC4C3=O)cc2)n1 (configuration not stated)	-4	7	-0.59	2	10	-2	92	0.9	8
Cc1ccc(-c2nsc3c(N4CCN(C(=O)c5ccco5)CC4)ncnc23)cc1	21	13	0.12	2	-1	-2	91	0.9	4
CCOC(=O)CC1=C(C(=O)OCC)C(c2ccncc2)C(C#N)=C(N)O1 (configuration not stated)	8	-7	-1.1	6	-16	-3	123	1	-9
CN1CCc2c(sc3c2c(NCc2ccco2)nc2nnnn23)C1	-4	-27	-0.8	4	6	-12	112	1	3
CCOC(=O)c1cnc(-c2ccccc2)nc1N	6	64*	-0.77	-17	48	-1	82	0.9	-1
CCc1ccc(C2CC(c3ccc(Cl)cc3)n3nc(N)nc3N2)cc1 (configuration not stated)	28	10	-0.099	9	4	-3	89	1	-9
N[C@@H](Cc1ccccc1)c1nnc2sc(SCc3ccccc3)nn12	-22	-6	-0.022	5	10	2	81	0.9	-4
COc1ccccc1C(=O)NC(CCSC)C(=O)OCC(=O)NC(=O)NCc1ccco1 (configuration not stated)	19	-6	1.3	-3	-6	-2	102	0.9	-14
COCc1[nH]nc2c1C(c1ccccc1F)C(C#N)=C(N)O2 (configuration not stated)	-5	9	-1.1	10	14	1	80	1	-5
CC(NO)C(C)(C)NO (configuration not stated)	-5	-8	-0.085	0	10	-2	100	0.9	-12
Cn1c(-c2ccc(F)cc2)cnc1NCc1ccc(C#N)cc1	-27	0	-2.2	0	-28	2	100	0.9	-2
COc1cccc(C(=O)Nc2cc(C)c3c(=O)oc4ccccc4c3n2)c1	11	3	-1.2	15	17	-2	89	0.9	-12
COc1ccccc1N1CCN(C/C=C/c2ccc(N(C)C)cc2)CC1	-10	-3	-1.8	x	-4	-2	78	0.9	6
COc1ccccc1NS(=O)(=O)c1ccc(OC)c(OC)c1	-24	-7	1.7	-3	-15	3	95	0.8	-3
Cc1cc(Nc2ccc(F)cc2C)n2nc(C)nc2n1	-11	4	0.41	0	6	-3	114	0.9	-10
Cc1ccccc1NC(=O)c1ccc(F)c(S(=O)(=O)N2CCN(c3ccccn3)CC2)c1	28	-4	-2.2*	0	-3	-5	108	0.9	-12
CC(=O)COc1ccc2c3c(c(=O)oc2c1)CCCC3	23	16	4.9*	-4	30	-1	103	0.9	8
C[C@H](CCC(=O)O)[C@H]1CC[C@H]2[C@@H]3C(=O)C[C@@H]4CC(=O)CC[C@]4(C)[C@H]3CC(=O)[C@]12C	-18	-5	-0.044	-1	-9	-6	66	0.9	-22
COCCOC(=O)C1=C(C)NC(=O)NC1c1ccc(Cl)cc1 (configuration not stated)	6	-25	-0.28	5	-6	-1	96	1	-13
O=C(NCCN1CCOCC1)C1CCN(c2nc3ccccc3o2)CC1	0	-7	1	9	-12	0	106	0.9	-4
Cn1c(=O)cc(SCC(=O)N2CCCC2)c2ccc(Cl)cc21	32	-12	0.073	1	-5	4	124	0.9	10
O=C(O)C1CCN(S(=O)(=O)N2CCOCC2)CC1	3	5	-0.33	-14	-10	-5	102	0.9	-15
COC(=O)c1ccc2[nH]c(C)cc(=O)c2c1	2	4	0.32	-40	14	x	197	0.9	-6
COc1ccc2c(Cl)c(C(=O)NC3CCS(=O)(=O)C3)sc2c1 (configuration not stated)	4	50*	-0.96	1	35	x	113	0.9	6
COC(=O)c1ccccc1NC(=O)c1ccc(-c2ccccc2F)o1	0	14	0.77	4	2	-2	58	0.9	0
Cc1cc(C)cc(OCC(=O)N(Cc2cccs2)C2CCS(=O)(=O)C2)c1 (configuration not stated)	-7	-4	0.46	0	-12	-1	85	0.9	2
COc1cccc(NC(=O)CNC(C)CCC(C)C)c1 (configuration not stated)	-2	-34	x	3	-14	4	90	0.9	-11

Next section.
molecule	DUSP1 inh	SF-1 act	D1 allo mod	FXIIa mix inh	RORA act	Hsp90 inh	Her2 expr inh	TNAP act DEA	Cdc25B block
CCOC(=O)c1ccc2c(c1)nc(C1CCN(S(=O)(=O)c3cccs3)CC1)n2CC	23	-17	-0.2	1	-10	0	73	0.9	2
O=C(c1cccc(S(=O)(=O)N2CCOCC2)c1)N1CCCCCC1	1	3	0.85	21	-20	-2	93	0.9	0
Cn1nnnc1SCC(=O)N1CCN(c2ccc(Cl)cc2)CC1	7	19	0.16	5	-22	-2	133	1	-6
Cc1ccc(C)n1-c1ccc2c(c1)COC2=O	-8	-6	x	-8	-5	0	100	0.9	-2
N#CC1(c2ccccc2)CCC(=NO)CC1 (configuration not stated)	-11	5	-0.57	4	4	-1	76	0.9	-19
CCOC(=O)c1c(C)[nH]c(C(=O)CN2C(=O)NC(CC)(c3ccccc3)C2=O)c1C (configuration not stated)	28	-2	-0.51	-20	-14	-3	84	0.9	3
COc1ccc(OC)c(N2C(=O)[C@@H]3C(c4ccccc4Cl)=NO[C@@H]3C2=O)c1	-11	-9	-0.33	5	11	2	120	0.9	15
COc1cccc(C2=NOC(C(=O)N3CCOCC3)C2)c1 (configuration not stated)	-7	57*	-1.3	2	20	1	171	1	0
Cc1oc2c(c(=O)c1C)C(=O)CC(c1ccccc1)C2 (configuration not stated)	11	-15	-0.33	15	-4	-3	78	0.8	-4
Cc1c(NC(=O)c2cccc(S(=O)(=O)N3CCOCC3)c2)c(=O)n(-c2ccccc2)n1C	-5	-3	-0.088	3	4	1	121	0.9	5
CC(=O)NCN1CCN(CNC(C)=O)CC1	1	-18	0.92	-3	-23	0	79	1	-9
O=C(CC(c1ccccc1)c1ccccc1O)NCCN1CCOCC1 (configuration not stated)	11	14	0.025	-20	-5	x	x	1	2
O=C(c1ccc(N2CCNCC2)cc1)c1cccnc1	11	-2	0.12	-8	6	1	52	0.9	3
O=C(Nc1ccccc1)N1CCSCC1	6	-18	x	2	16	0	91	0.9	-9
Cc1ccc(C)c(NS(=O)(=O)c2cc(Br)cnc2N)c1	u	7	0.026	6	6	0	112	0.9	-13

Profiles, quoted from the list.
`O=S(=O)(NCc1cn2ccsc2n1)c1cccs1` is listed with DUSP1 inh = -1; SF-1 act = 1; D1 allo mod = x; FXIIa mix inh = 7; RORA act = 6; Hsp90 inh = -4; Her2 expr inh = 92; TNAP act DEA = 0.9; Cdc25B block = -13
`Cc1cc(Nc2ccc(F)cc2C)n2nc(C)nc2n1` is listed with DUSP1 inh = -11; SF-1 act = 4; D1 allo mod = 0.41; FXIIa mix inh = 0; RORA act = 6; Hsp90 inh = -3; Her2 expr inh = 114; TNAP act DEA = 0.9; Cdc25B block = -10
